Cav32 inh = inhibitors of human Cav3.2 T-type calcium channel | O95180 | Cav3.2-expressing cells, Fluo-4 calcium fluorescence FDSS; active compounds read low | B-score at 10 µM | 100,000 compounds, 4% hits;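 active means single-dose well whose peak fluorescence ratio is a statistical outlier from its plate by either plate-standardised score or position-corrected B-score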
An asterisk follows results filed as active. The list is partial; rates above refer to the full screens.

canonical_smiles,Cav32 inh
O=C(CSc1ncccc1-c1nc2ccccc2[nH]1)N1CCN(c2ccccc2F)CC1,-5
CCC(C)NC(=O)c1c(C)cc(=O)oc1C (stereo unspecified),0.12
Cc1cccc(-n2c(C)cc(/C=N/n3cnnc3)c2C)c1,0.56
CC(C)C(NC(=O)c1cccc(S(=O)(=O)N2CCOCC2)c1)C(=O)NCCc1ccccn1 (stereo unspecified),1.1
CCn1nc(C(=O)OCC(=O)N2CCc3ccccc32)c2ccccc2c1=O,0.5
COc1ccccc1CNC(=O)C1CCN(S(=O)(=O)c2c(C)noc2C)CC1,2.1
COc1cc(C2CC(C(F)(F)F)n3ncc(C(=O)O)c3N2)cc(OC)c1OC (stereo unspecified),-0.044
COc1ccc(OC)c(NC(=O)CSc2nnc(CCCO)n2-c2ccccc2)c1,0.63
CCOc1ccc(OC(=O)NC(c2ccccc2)C(Cl)(Cl)Cl)cc1 (stereo unspecified),-3.5*
CCCN1C(=S)SC(C)(C)C1/[N+]([O-])=C/c1cccnc1 (stereo unspecified),-0.2
CCn1c(CNC(=O)c2ccco2)nnc1SCC(=O)Nc1cc(C)c(C)cc1Br,0.019
Cc1nn(C)c(C)c1NC(=O)CSc1nc(-c2ccccc2Cl)nc2c1cnn2-c1ccccc1,0.039
Cc1ccc(C(=O)n2nnc3ccccc32)cc1,0.68
CC(=O)N1CCN(c2ccc(S(=O)(=O)N3CCCCC3)cn2)CC1,0.66
COc1cc(/C=C/C(=O)NNc2c(F)c(F)cc(F)c2F)ccc1OC(F)F,-4.3*
Cc1c(C(=O)N2CCCCC2)sc(NC(=O)c2ccco2)c1C#N,0.05
CCC(=O)N1CCc2cc(S(=O)(=O)N3CCc4ccccc43)ccc21,-0.055
CCCCNC(=O)COC(=O)c1cc2c(C)nn(-c3ccccc3)c2s1,-3.1
O=C(c1cc(-c2cccs2)on1)N1CCN(C(c2ccccc2)c2ccccc2)CC1,-2.3
Cc1nc(C)c(C(=O)N/N=C/c2cn(C)c3ccccc23)s1,-0.25
COc1ccccc1N(CC(=O)Nc1ccc(S(=O)(=O)N2CCCCC2)cc1)S(C)(=O)=O,-2.8
CCNc1nc2c(c(=O)n(Cc3ccccc3)c(=O)n2C)n1Cc1ccccc1,-1.8
Cc1ccc(OCC2Cn3c(nc4c3c(=O)n(C)c(=O)n4C)O2)cc1 (stereo unspecified),0.14
Cc1ccc(N2C(=O)C(CC(=O)Nc3cccc(F)c3)N(C3CC3)C2=O)cc1 (stereo unspecified),-0.093
O=C(Cn1c(=O)oc2ccccc21)N(Cc1ccccc1)C1CCS(=O)(=O)C1 (stereo unspecified),0.6
CNC(=O)c1snnc1-c1ccccc1,0.17
CC(=O)Nc1ccc(S(=O)(=O)NCc2ccc3[nH]c(C)cc3c2)cc1,0.95
Cc1ccc(-n2ncc3c(NCC4CCCO4)ncnc32)c(C)c1 (stereo unspecified),1.5
C[C@@H]1NC(=O)[C@H](CCC(N)=O)NC(=O)c2cc([N+](=O)[O-])cc(I)c2NCC[C@@H](C(N)=O)NC1=O,-0.0045
CCn1nc(C)cc1Nc1ccccc1,0.41

Shown as a hit in Cav32 inh, among the entries above:
canonical_smiles,Cav32 inh
CCOc1ccc(OC(=O)NC(c2ccccc2)C(Cl)(Cl)Cl)cc1 (stereo unspecified),-3.5*
COc1cc(/C=C/C(=O)NNc2c(F)c(F)cc(F)c2F)ccc1OC(F)F,-4.3*

Sorted by SMILES length (highest first): 3 of the compounds above
canonical_smiles,Cav32 inh
O=C(c1cc(-c2cccs2)on1)N1CCN(C(c2ccccc2)c2ccccc2)CC1,-2.3
CCNc1nc2c(c(=O)n(Cc3ccccc3)c(=O)n2C)n1Cc1ccccc1,-1.8
Cc1ccc(-n2ncc3c(NCC4CCCO4)ncnc32)c(C)c1 (stereo unspecified),1.5

Further structures follow:
canonical_smiles,Cav32 inh
COc1ccc(C2/C(=C(/O)c3ccccc3)C(=O)C(=O)N2CC(C)O)c(OC)c1 (stereo unspecified),-0.91
COc1cc(CN/C(C)=C(\C#N)C(N)=O)cc(OC)c1OC,0.032
Cc1nnc(Sc2nc3ccccc3o2)c2ccccc12,-0.32
Cc1[nH]c2ccccc2c(=O)c1CN(C)Cc1ccccc1,0.5
CC(=O)SCC[N+](C)(C)C,0.99
Cc1ccc(S(=O)(=O)NC(=NCC(=O)O)c2ccc(F)cc2)cc1,0.77
COC(=O)c1cc(Br)c(=O)n(-c2ccccc2F)c1,-0.022
CCCCNc1ncnc2c1cnn2-c1ccc(C)cc1C,0.49
Cc1ccc(C)c(N2CCN(C(=O)CCCOc3cc(=O)n(C)c4ccccc34)CC2)c1,-3.1
COC(=O)Cc1nc2ccccc2[nH]1,0.087
CC(C)c1ccc(NC(=O)C2C3C=CC4(CN(CCCN5CCOCC5)C(=O)C24)O3)cc1 (stereo unspecified),-3.2
O=C(O)CC1NC(=O)N(c2ccc(Cl)cc2)C1=O (stereo unspecified),-1.9
Cc1nc2ccccn2c1C(=O)CSc1ccccc1Cl,-0.54
CC/C(=N\NC(=O)c1ccncc1)C12CC3CC(CC(C3)C1)C2,0.12
CCOC(=O)c1sc(NC(=O)CN(CC(C)C)CC(C)C)c(C(=O)OCC)c1C,-1.7
O=C(NCc1ccccn1)C1CCCN(Cc2cnn(-c3ccccc3)c2-n2cccc2)C1 (stereo unspecified),0.85
O=c1c2c(nc(NCCO)n1CC1CCCCC1)-c1ccccc1CC21CCCC1,-2.7
Fc1ccccc1Cn1nnc2c(NCc3ccccn3)ncnc21,-0.061
COc1ccccc1-n1c(SCC(=O)Nc2nnc(C)s2)nc2c(c1=O)SCC2,0.79
CCCCCCCCN1[C@@H](CC(=O)OC)c2cc(C(F)(F)F)ccc2S1(=O)=O,-2.1
COCCn1c(SCC(=O)N2CCc3ccccc32)nc2c(c1=O)SC(C)C2 (stereo unspecified),1.6
CC(C)(C)C1=NN(C(=O)c2ccccc2)C(O)(C(C)(C)C)C1 (stereo unspecified),-0.72
CC(CC1CC(C)(C)OC1=O)C(=O)Nc1nncs1 (stereo unspecified),0.55
O=C(O)c1cnn2c(C(F)F)cc(C3CC3)nc12,-0.025
Cc1cc(NC(=O)c2cc(Cl)ccc2Cl)no1,0.23
Cc1ccc(CC2C(=O)N(c3ncccn3)C(=O)C2C)cc1 (stereo unspecified),-0.32
COc1cc2c(OC)cccc2cc1C(=O)O,-1.3
COc1ccc(C(C#N)Nc2ccccc2)cc1 (stereo unspecified),-0.89
COc1cc(OC)cc(C(=O)OCC(=O)Nc2ccc(N3CCCCC3)cc2)c1,1.4
CC(=O)Nc1ccc(S(=O)(=O)NNC(=O)COc2cccc(C)c2)cc1,0.0032

canonical_smiles,Cav32 inh
O=c1[nH]ncn2cccc12,0.2
NC(=O)C1CCN(C(=O)CSCc2ccccc2Cl)CC1,0.48
CCCCC(=O)Nc1ccc(C(=O)Nc2ccc3c(c2)OCO3)cc1,0.42
CCO[C@H]1OC(C(N)=O)=C[C@@H](c2ccccc2)[C@@H]1CCCO,0.43
CCCCN(CCCC)C(=O)CCS(=O)(=O)c1ccc2c(c1)n(C)c(=O)c(=O)n2C,0.47
Cn1cc(C(=O)NC2CCCCC2)c(=O)c2cc(S(=O)(=O)N3CCCC3)ccc21,-1.4
N#CC1=C(SCC(=O)c2ccc(Cl)cc2)NC2=C(C(=O)CCC2)C1c1ccco1 (stereo unspecified),-1.7
O=C(CCS(=O)(=O)c1ccc(Br)s1)NCc1cccs1,0.45
O=C(CCn1cccc1)NCc1ccc(Cl)cc1,-0.055
COc1ccccc1NC(=O)C1=C(C)NC(=O)NC1c1ccc(C)cc1 (stereo unspecified),0.42
Cc1nc(-c2cn[nH]c2)c2cc(C)oc2n1,0.079
O=C(C1CC1)N1CCN=C1SCc1cccc(C(F)(F)F)c1,-1.6
CCOC(=O)C(C(=O)OCC)C1CCS(=O)(=O)C1 (stereo unspecified),0.29
CC1CC(C)(C)CC2(C1)NC(=O)N(CC(=O)NCC(c1ccco1)N1CCCCC1)C2=O (stereo unspecified),0.021
CCOc1cc(C)c(C(C)C)cc1S(=O)(=O)N1CCOCC1,-1.3
Nc1ccc2c(c1)C(=O)N(CCCC(=O)O)C2=O,0.31
CC(=O)c1ccc2c(c1)C1C=CCC1C(c1ccncc1)N2 (stereo unspecified),0.9
Cc1ccc(C(=O)Nc2ccc(C(=O)/C=C/c3cccs3)cc2)cc1,0.00066
Cc1cc(C)c(C)c(S(=O)(=O)NCC(=O)N2CCCC2)c1C,0.81
CCc1ccc(N2CSC3=C(C#N)C(c4cccs4)CC(=O)N3C2)cc1 (stereo unspecified),-0.99
CCCC[C@@H]1CNC(=O)C(=O)N1CC(C)(C)C,-1.5
CC(=O)NC(CCS(C)(=O)=O)C(=O)Nc1ccc(C)c(F)c1 (stereo unspecified),0.55
Cc1ccc(NCN2C(=O)C3CC=C(Cl)CC3C2=O)cc1 (stereo unspecified),0.44
COC(=O)CSc1nc2ncc(Cl)cc2[nH]1,0.41
O=C(Nc1ccc(-c2cc3ccccc3oc2=O)c(Cl)c1)c1cccnc1,2.3
CC1(C)CC(=O)C2=C(C1)N1C(=C(C#N)C2c2ccccc2Cl)N=C(N)c2ccccc21 (stereo unspecified),-2.4
O=C(O)C1C2C=CC(C2)C1C(=O)OC1CC2CCC1C2 (stereo unspecified),0.52
CCCCC(=O)Nc1nc(C)c(-c2csc(Nc3cc(OC)ccc3OC)n2)s1,0.24
OCCCNc1nccc(-c2cc(Nc3cccc(Cl)c3)ncn2)n1,1.5
COC(=O)c1c(-c2cccc(OC)c2)csc1N,0.00015

canonical_smiles,Cav32 inh
COC(=O)c1ccc(NS(=O)(=O)c2cccc3cccnc23)cc1,0.39
CC(=O)NCCn1c(SCC#N)nc2ccccc2c1=O,0.41
O=C(Cn1nc(-c2ccccc2)c2ccccc2c1=O)Nc1cccnc1,0.14
COc1ccc(C(=O)COC(=O)C(CCCCN2C(=O)C3C4C=CC(C4)C3C2=O)N2C(=O)C3C4C=CC(C4)C3C2=O)cc1 (stereo unspecified),-3.7*
COc1cc(CNCCN2CCOCC2)ccc1OCc1ccc(Cl)cc1Cl,0.36
COC(=O)/C=c1/s/c(=C(\C#N)C(=O)NCc2ccco2)n(-c2ccc(C)cc2)c1=O,-0.028
COC(=O)C1=C(C)NC(C)=C(C(=O)OC)C1c1ccccc1[N+](=O)[O-],0.6
CC(=O)NCc1c(Cl)cccc1-n1cccc1,1
CC1(C)CC(=O)C=C(c2cccnc2)C1,0.96
O=C(Nc1nccs1)c1cc(S(=O)(=O)N2CCOCC2)c(Cl)cc1Cl,1.1
COc1ccc(CN2C(=O)CN(C3CCCCCC3)C(=O)C2c2ccc(F)cc2)cc1 (stereo unspecified),-0.5
Cc1cc([N+](=O)[O-])c(NC2CCCCC2)c([N+](=O)[O-])c1,-0.27
CCOC(=O)c1ccc(NC(=O)CSc2nnc(C3CC3)n2C)cc1,0.38
O=c1ccsn1Cc1ccccc1,-0.93
O=C(CSc1nc2ccccc2[nH]1)Nc1ccc2c(c1)OCCO2,-3.9*
CC(C)(C)NC(=O)/C(=C\c1ccc(Br)cc1)NC(=O)c1cccs1,-0.28
S=c1[nH]nc(-c2ccco2)n1-c1cccc2ccccc12,2.3
COCCCNC(=O)Cn1nnc(-c2ccccc2NC(=O)c2ccccc2F)n1,1
N#CCC(CNc1ncc(C(F)(F)F)cc1Cl)OC(=O)c1cccc([N+](=O)[O-])c1 (stereo unspecified),-2.5
Cn1nnnc1SCC(=O)c1ccc(Br)s1,-0.19
CCn1c(CSc2nc3ccccc3s2)nnc1SCC(=O)c1ccc(O)cc1O,-0.29
CCN(CC)c1ccc2c(c1)oc(=O)c1c(Cl)cc(=O)oc12,-0.8
CCc1nnc(NC(=O)CSc2nc3cccnc3n2C2CCCCC2)s1,-2
CCC(CO)NCc1ccc2c(c1)n(C)c(=O)n2C (stereo unspecified),0.25
CC1CCN(S(=O)(=O)N2CCC(C(=O)NCc3cccs3)CC2)CC1,-1.3
Cc1ccc(-c2c3c(=O)n(C)c(=O)n(C)c3cn2N2CCOCC2)cc1,0.3
CCn1c(SCC(=O)Nc2cc3oc4ccccc4c3cc2OC)nnc1-c1cccs1,-0.45
CC1CC(C)CN(CCC(=O)Nc2cccc(Cl)c2)C1 (stereo unspecified),0.95
O=S(=O)(c1ccc(OCC(O)CN2CCCCC2)cc1)N1CCOCC1 (stereo unspecified),-0.019
O=C1OCCC1Sc1nc(-c2ccccc2)cs1 (stereo unspecified),0.041

Another view of some results above:
Structure: CCn1c(SCC(=O)Nc2cc3oc4ccccc4c3cc2OC)nnc1-c1cccs1
  Cav32 inh = -0.45
Structure: O=C(Cn1nc(-c2ccccc2)c2ccccc2c1=O)Nc1cccnc1
  Cav32 inh = 0.14
Structure: CCN(CC)c1ccc2c(c1)oc(=O)c1c(Cl)cc(=O)oc12
  Cav32 inh = -0.8
Structure: O=S(=O)(c1ccc(OCC(O)CN2CCCCC2)cc1)N1CCOCC1 (stereo unspecified)
  Cav32 inh = -0.019

(continued)
canonical_smiles,Cav32 inh
O=C(CSCc1ccc(F)cc1)NCc1ccco1,-0.61
O=C(c1ccco1)N1CCN(c2ncnc3scc(-c4ccccc4)c23)CC1,-0.42
Cc1cccc(C)c1NC(=O)CNc1ccccc1,-1.2
CCN(C(=O)COC(=O)c1cc(C)n(-c2ccc(F)cc2)c1C)C1CCS(=O)(=O)C1 (stereo unspecified),-1.6
CCOc1ccc(C(C)=O)cc1N1C(=O)C2C3C=CC(C3=C(C)C)C2C1=O (stereo unspecified),-1.3
Cc1ccc(C(N)=O)cc1S(=O)(=O)Nc1cccc(C)c1C,-0.12
O=C(CCNS(=O)(=O)c1ccc2c(c1)CCC(=O)N2)NCc1cccnc1,0.37

Bioassay records (PubChem)
